FXIa inh – blocks human coagulation factor XIa protease activity; purified FXIa, Boc-Glu-Ala-Arg-AMC fluorogenic substrate; P03951; 220,000 compounds, 0.14% hits; inhibition, % at 5 µM;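 active means inhibition of at least 40%; inactive means inhibition below 40%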;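 further: fluorescence of freed AMC excited at 355 nm; 0% = enzyme without compound and 100% = no enzyme blank; many of its hits are not listed in these tables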
Target sequence (P03951 19-387 limits assumed): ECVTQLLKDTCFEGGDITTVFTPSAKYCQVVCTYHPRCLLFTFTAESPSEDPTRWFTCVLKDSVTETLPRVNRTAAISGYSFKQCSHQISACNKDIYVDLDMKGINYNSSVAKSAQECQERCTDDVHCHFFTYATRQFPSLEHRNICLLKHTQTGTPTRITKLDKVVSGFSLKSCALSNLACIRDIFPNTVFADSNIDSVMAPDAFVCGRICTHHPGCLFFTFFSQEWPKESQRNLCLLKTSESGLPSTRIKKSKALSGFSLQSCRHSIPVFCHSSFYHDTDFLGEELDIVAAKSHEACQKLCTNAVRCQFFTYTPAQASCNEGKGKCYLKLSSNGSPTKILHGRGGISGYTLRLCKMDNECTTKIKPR
Target sequence (P03951 388-625 limits assumed): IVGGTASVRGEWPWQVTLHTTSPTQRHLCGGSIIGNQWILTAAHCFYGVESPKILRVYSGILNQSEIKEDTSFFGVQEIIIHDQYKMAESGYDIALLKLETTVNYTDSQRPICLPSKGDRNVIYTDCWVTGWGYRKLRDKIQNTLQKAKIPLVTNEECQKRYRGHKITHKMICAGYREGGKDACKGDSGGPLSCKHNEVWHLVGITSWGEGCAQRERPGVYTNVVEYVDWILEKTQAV
TNF death inh – TNF-alpha cell death inhibition in Jurkat FADD-/- cells | 220,000 compounds, 0.068% hits | Jurkat FADD-/- TNF necroptosis rescue, ATP luminescence, 24 h; 0 = TNF only, 100 = no-TNF cells | AID 463075 | activation (protection from cell death), % at 10 µM;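 active means activation, meaning protection from cell death, of at least 50% relative to plate controls; inactive means activation below 50%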;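 further: necroptosis triggered by 40 ng/mL TNF-alpha added together with compound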
FXIIa inh – inhibitors of human coagulation factor XIIa | purified FXIIa, Boc-QGR-AMC fluorogenic substrate, 2 h | P00748 | AID 800 | inhibition, % at 5 µM | 220,000 compounds, 0.3% hits; in the data active means inhibition above about 40%;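 further: 0% = enzyme with no compound and 100% = blank without enzyme; many of its hits are not listed in these tables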
Tb hexokinase – T. brucei hexokinase 1 inhibition. inhibition, % at 10 µM. 220,000 compounds, 0.11% hits. AID 1430. recombinant TbHK1, G6PDH-coupled NADH A340;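 active means inhibition of 50% or more in the single-dose primary screen; inactive means inhibition below 50%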
Wee1 stabilizer – inhibitors of human Wee1 degradation | P30291 | HeLa Luc-Wee1K328M stability, luciferase luminescence; 100% = proteasome inhibitor MG132 effect | reporter increase, % at 5 µM | 220,000 compounds, 1.2% hits | AID 1321;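 active means activation above the mean of all tested compounds plus 3 SD, set per screening run, cut at about 8.8% in these data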;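 further: cells exposed to compound for 20 h before luminescence read; 0% = DMSO alone and 100% = MG132 at 30 µM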
CHOP inhibitor – CHOP inhibition in unfolded protein response | inhibition, % at 10 µM | CHO-K1 CHOP-promoter luciferase, tunicamycin-induced, 15-18 h | 220,000 compounds, 3.8% hits | AID 2732;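 active means compounds that reduced the stress-induced luciferase reporter signal by more than about 70% of percent inhibition, limit read from the data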;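 further: 0% = tunicamycin plus vehicle and 100% = wells without tunicamycin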
L929 necroptosis – L929 zVAD cell death inhibition; L929 zVAD necroptosis rescue, ATP luminescence, 24 h; with zVAD 60 µM; viability rescue, % at 10 µM; 220,000 compounds, 0.38% hits;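 active means activation, scaled between plate controls, above about 75%, limit read from the data; inactive means activation under that limit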;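 further: 0% = zVAD with DMSO and 100% = DMSO alone without zVAD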
PPC-1+TRAIL kill – kills PPC-1 cancer cells in the presence of TRAIL; PPC-1 cells + TRAIL, ATPLite viability luminescence; cell killing (% activity), % at 4 µM; 220,000 compounds, 0.41% hits;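 active means cell killing above 50% in the first pass at 4 µM, then a duplicate retest at 5 µM averaging 50% or more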;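 further: plate controls were cells with TRAIL plus DMSO for no effect and medium-only wells lacking cells for full effect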
PGE2 EP2 inh – blocks the human prostaglandin E2 receptor EP2. C6 glioma cells expressing human EP2, cAMP TR-FRET; cells stimulated with saturating PGE2. inhibition, % at 25 µM. 260,000 compounds, 0.52% hits. AID 1422;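 active means percent inhibition above 40 after rounding to a whole number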;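 further: rat C6 glioma host cells with rolipram phosphodiesterase inhibitor present; the protocol text gives 20 µM as final concentration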
Target sequence (P43116 whole entry, looked up): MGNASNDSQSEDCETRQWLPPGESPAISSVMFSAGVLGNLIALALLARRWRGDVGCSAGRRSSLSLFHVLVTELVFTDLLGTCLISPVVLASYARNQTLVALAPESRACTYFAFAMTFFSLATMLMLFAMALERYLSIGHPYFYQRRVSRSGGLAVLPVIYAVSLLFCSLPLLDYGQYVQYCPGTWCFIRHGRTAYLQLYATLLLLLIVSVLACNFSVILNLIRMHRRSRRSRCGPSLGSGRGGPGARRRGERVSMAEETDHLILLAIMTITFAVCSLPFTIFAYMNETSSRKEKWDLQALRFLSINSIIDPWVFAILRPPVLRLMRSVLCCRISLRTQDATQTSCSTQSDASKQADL
Numbers without * were called inactive; x = no result given; [ ] = another dose, or the depositor's remark. Not all compounds are listed; rates above refer to the full screens.

Values run as follows: FXIa inh, TNF death inh, FXIIa inh, Tb hexokinase, Wee1 stabilizer, CHOP inhibitor, L929 necroptosis, PPC-1+TRAIL kill, PGE2 EP2 inh
[1] Nc1nn2cc(-c3ccc(Br)cc3)nc2c2ccccc12
    -5, -14, -4, -27, 1, 51, 0.6, 40, 14
[2] Cc1nc2ncnn2c(C)c1CCC(=O)NC(C)c1ccc2c(c1)OCCO2 (stereo not given)
    5, -1.7, -2, 11, 2, -2, 0.6, 2, 10
[3] Cc1nc(CC(=O)N/N=C/c2ccc(OCC(=O)O)cc2)cs1
    -1, 1.8, 7, -9, -2, -12, -0.1, -3, 7
[4] CN1CCCCCC1=Nc1ccccc1C#N
    6, -4.6, 17, -3, -1, -8, 1.0, 7, 11
[5] CCOC(=O)COc1c(Cl)cc(C2NC(=S)NC(c3ccccc3)=C2C(C)=O)cc1OCC (stereo not given)
    -6, 0.4, 4, -8, -2, 11, -0.1, 10, 7
[6] N#Cc1sc2nc(-c3ccccc3)cc(-c3ccco3)c2c1N
    3, -1.8, 10, -1, 5, 7, 0.3, 18, 12
[7] COc1ccc(OCCn2c(NC(=O)c3ccco3)nc3ccccc32)cc1
    2, 0.6, 10, 0, -4, 23, 1.1, 0, 12
[8] CCSc1nnc(NC(=O)CC)s1
    2, 0.5, 12, 3, 0, 12, 1.1, 23, 9
[9] CN(C)S(=O)(=O)c1ccc(C(=O)OCn2nnc3ccccc3c2=O)cc1
    6, -0.7, 12, -6, 0, 10, -0.1, -15, 11
[10] CCOC(=O)c1ccc(COC(=O)CCc2nc(-c3ccccc3)c(-c3ccccc3)o2)cc1
    3, 1.3, 17, -2, -2, 10, 0.6, 12, 2
[11] CC(=O)c1c(C)[nH]c(C(=O)Nc2ccc(C)cn2)c1C
    -2, -0.5, 17, 8, -2, 67, 0.2, 69*[5 µM], 13
[12] CCOC(=O)c1ccc(NC(=O)C2CCCN(S(=O)(=O)c3cnc[nH]3)C2)cc1 (stereo not given)
    -5, 1.2, 3, -5, 0, 27, 2.8, -12, 13
[13] Cc1ccc(S(=O)(=O)NCC[C@@]2(C)C3CCC2(C)C(=O)C3)cc1 (stereo not given in full)
    0, 1.4, 12, -1, 0, 9, 0.0, 11, 9
[14] Cc1ccc(/C=N/NC(=O)Cc2c[nH]c3ccccc23)c(C)c1
    -5, -11, 12, -3, 2, -9, 0.3, 16, x
[15] COc1cccc(C2CC(c3ccccc3)n3ncnc3N2)c1 (stereo not given)
    -8, -0.5, -2, -3, 5, 21, -1.1, 3, 4
[16] CN(C(=O)c1ccccc1C(=O)OCC(=O)NC(=O)NC(C)(C)C)C1CCCCC1
    -1, 0.2, 2, 4, 0, 5, 0.3, -2, 2
[17] O=c1cnnc(NCc2ccccc2)[nH]1
    -7, -1.0, 2, 2, 0, -9, 0.0, 22, 11
[18] Cc1nonc1OCCNc1ccc([N+](=O)[O-])cc1[N+](=O)[O-]
    5, 0.7, 11, -6, 0, 2, 0.1, -6, 8
[19] COc1ccc(-c2nc(CN3CCC(C(=O)N4CCc5ccccc54)CC3)c(C)o2)cc1OC
    18, -1.5, 24, -4, 6, 46, -0.3, 6, 12
[20] Cc1ccc(-n2c(=O)c3c4c(sc3n3c(C)nnc23)COC(C(C)C)C4)cc1 (stereo not given)
    x, -3.1, x, 3, -2, x, 0.2, x, 10
[21] O=[N+]([O-])c1ccc(OCCn2cnc3ccccc32)cc1
    -9, 4.5, 5, -16, 0, -11, 0.1, 17, 9
[22] Cc1ccc(S(=O)(=O)N2C(=O)C(C)SC2=Nc2ccccc2)cc1 (stereo not given)
    6, 1.0, 9, -2, 0, -14, 0.4, 11, 4
[23] Cc1nc(SCc2ccc(Cl)c(Cl)c2)ncc1C(=O)O
    -4, 0.9, 2, -3, 0, -11, 2.2, 12, 3
[24] CNc1nc(Nc2ccc(Br)cc2)nc(N)c1[N+](=O)[O-]
    3, 0.3, 4, 26, 2, 42, -0.1, 0, 4
[25] CCOC(=O)C(=O)NNc1ccccc1C
    -4, 0.2, 8, 35, -2, 8, 0.2, -3, 2
[26] O=C(Nc1ccc(Cl)cc1)C1C2CCC3C(CCC21)C3(Cl)Cl (stereo not given)
    3, 0.7, -2, -1, 0, 72*, 3.5, -1, 16
[27] O=C(Nc1ccccc1N1CCOCC1)c1cc(-c2ccco2)nc2ccccc12
    -6, -8.7, 0, -20, 0, 31, 0.9, 32, -1
[28] O=C(Nc1ccccc1-c1nc2ccccc2s1)c1cccnc1Cl
    3, -5.5, 19, -14, -3, -3, 0.2, 2, 13
[29] c1ccc(N=P(c2nc3ccccc3o2)(N2CCOCC2)N2CCOCC2)cc1
    1, -0.1, 13, -1, -3, -2, 0.0, -4, 9
[30] CCOC(=O)c1oc2ccccc2c1NC(=O)COc1ccc(F)cc1
    0, -1.5, 13, -2, -1, 13, 0.3, 18, x

One compound at a time (already shown).
CCOC(=O)C(=O)NNc1ccccc1C across the screens: FXIa inh = -4; TNF death inh = 0.2; FXIIa inh = 8; Tb hexokinase = 35; Wee1 stabilizer = -2; CHOP inhibitor = 8; L929 necroptosis = 0.2; PPC-1+TRAIL kill = -3; PGE2 EP2 inh = 2
CN(C(=O)c1ccccc1C(=O)OCC(=O)NC(=O)NC(C)(C)C)C1CCCCC1 across the screens: FXIa inh = -1; TNF death inh = 0.2; FXIIa inh = 2; Tb hexokinase = 4; Wee1 stabilizer = 0; CHOP inhibitor = 5; L929 necroptosis = 0.3; PPC-1+TRAIL kill = -2; PGE2 EP2 inh = 2

(more compounds)
Values run as follows: FXIa inh, TNF death inh, FXIIa inh, Tb hexokinase, Wee1 stabilizer, CHOP inhibitor, L929 necroptosis, PPC-1+TRAIL kill, PGE2 EP2 inh
[31] O=C(c1ccc(COc2ccccc2[N+](=O)[O-])o1)N1CCCCC1
    2, -3.7, 13, -1, 4, -18, 0.2, 3, 7
[32] Cc1nc(C)n(CC(=O)N2CCCC(C(=O)c3ccc(C(F)(F)F)cc3)C2)n1 (stereo not given)
    1, -0.1, 11, -7, 3, -7, 0.3, 8, 8
[33] CCOC(=O)N1C2=NC(C(=O)OC)=C(C(=O)OC)[C@@H]3Nc4ccccc4[C@]23C[C@H]1C(=O)OC
    -2, 2.3, 6, -20, x, 1, 0.2, -4, 22
[34] C/C(=N\NC(=O)C(c1ccccc1)c1ccccc1)c1ccccn1
    9, -4.3, 7, -1, -2, 53, 2.2, 43, 8
[35] O=C(NCCO)c1ccc(Cl)c(Cl)c1
    -7, 1.2, 3, 0, -2, 10, 2.4, 2, 12
[36] COc1ccccc1/C=C/C=C1\Oc2c(ccc(O)c2CN2CCN(CCO)CC2)C1=O
    3, -0.2, 10, -24, -2, -5, 0.4, 36, 4
[37] Cc1cc(C)n(/N=C/c2cccc([N+](=O)[O-])c2)c(=O)c1
    5, 0.7, 9, -1, 1, 28, -0.2, 39, 9
[38] O=C(COC(=O)c1ccc(F)cc1F)NC1CC1
    -8, 0.7, 3, 3, -3, 4, 0.7, 10, 5
[39] Cc1ccc(CNC(=O)CCS(=O)(=O)c2ccc(Br)s2)cc1
    -5, 0.5, 8, 9, -1, 37, 0.2, 1, 4
[40] CCc1ccc(C(=O)NNc2ccc(S(N)(=O)=O)cc2)cc1
    4, 0.8, 10, -3, 3, 19, -0.7, 10, 6
[41] O=C(Cn1nc(C(F)(F)F)c2c1CCC2)NCc1ccc(Cl)cc1
    14, 0.3, 17, 9, -2, 15, 0.9, -4, 11
[42] Cc1oc2cc(O)ccc2c(=O)c1-c1ccccc1
    -6, 0.1, 2, -15, 0, 17, 2.4, -2, 3
[43] O=C1Oc2ccccc2C(=O)/C1=C/N1CCN(c2ccccc2F)CC1
    -6, -8.1, 1, -8, 0, 17, -0.9, 19, 4
[44] O=S(=O)(c1cccc(-c2csc(N/N=C/c3ccco3)n2)c1)N1CCOCC1
    5, -15, 6, -56, -4, 23, 1.0, -13, 10
[45] O=C(CCn1c(=O)oc2ccccc21)N1CCN(c2ccc(F)cc2)CC1
    7, 5.2, 12, -4, 1, -3, 0.2, 7, 10
[46] COc1ccc([N+](=O)[O-])cc1N(CC(=O)N1CCOCC1)S(C)(=O)=O
    -2, -0.5, 12, -9, -2, 4, 1.4, 19, 12
[47] O=C(CSc1nnnn1-c1ccc(O)cc1)Nc1cccc(S(=O)(=O)N2CCCC2)c1
    15, 2.3, 21, 2, 3, 28, 88*, 6, 12
[48] CN1CCCC(C#CC(O)(c2ccccc2)c2ccccc2)C1 (stereo not given)
    2, 1.7, 9, 8, -2, 48, -0.5, -8, 4
[49] COc1ccc(S(=O)(=O)N2CCN(CCC(=O)Nc3ccc(F)cc3)CC2)cc1
    2, 3.2, 10, 3, 2, 25, x, 25, 7
[50] Cc1ccc(N(CC(=O)Nc2ccc3c(c2)OCCO3)S(=O)(=O)c2c(C)noc2C)cc1
    -1, -2.7, -2, 2, 4, 44, 0.8, 2, 29
[51] CCN1CCN(CC(O)COc2ccc3c(C)cc(=O)oc3c2)CC1 (stereo not given)
    -6, 1.0, 0, -19, 2, 0, 2.7, 12, 3

Ordered by molar mass (smallest number first): part of the list above
Values run as follows: FXIa inh, TNF death inh, FXIIa inh, Tb hexokinase, Wee1 stabilizer, CHOP inhibitor, L929 necroptosis, PPC-1+TRAIL kill, PGE2 EP2 inh
[35] O=C(NCCO)c1ccc(Cl)c(Cl)c1
    -7, 1.2, 3, 0, -2, 10, 2.4, 2, 12
[38] O=C(COC(=O)c1ccc(F)cc1F)NC1CC1
    -8, 0.7, 3, 3, -3, 4, 0.7, 10, 5
[48] CN1CCCC(C#CC(O)(c2ccccc2)c2ccccc2)C1 (stereo not given)
    2, 1.7, 9, 8, -2, 48, -0.5, -8, 4
[40] CCc1ccc(C(=O)NNc2ccc(S(N)(=O)=O)cc2)cc1
    4, 0.8, 10, -3, 3, 19, -0.7, 10, 6
[31] O=C(c1ccc(COc2ccccc2[N+](=O)[O-])o1)N1CCCCC1
    2, -3.7, 13, -1, 4, -18, 0.2, 3, 7
[43] O=C1Oc2ccccc2C(=O)/C1=C/N1CCN(c2ccccc2F)CC1
    -6, -8.1, 1, -8, 0, 17, -0.9, 19, 4
[41] O=C(Cn1nc(C(F)(F)F)c2c1CCC2)NCc1ccc(Cl)cc1
    14, 0.3, 17, 9, -2, 15, 0.9, -4, 11
[46] COc1ccc([N+](=O)[O-])cc1N(CC(=O)N1CCOCC1)S(C)(=O)=O
    -2, -0.5, 12, -9, -2, 4, 1.4, 19, 12
[32] Cc1nc(C)n(CC(=O)N2CCCC(C(=O)c3ccc(C(F)(F)F)cc3)C2)n1 (stereo not given)
    1, -0.1, 11, -7, 3, -7, 0.3, 8, 8
[39] Cc1ccc(CNC(=O)CCS(=O)(=O)c2ccc(Br)s2)cc1
    -5, 0.5, 8, 9, -1, 37, 0.2, 1, 4
[44] O=S(=O)(c1cccc(-c2csc(N/N=C/c3ccco3)n2)c1)N1CCOCC1
    5, -15, 6, -56, -4, 23, 1.0, -13, 10
[49] COc1ccc(S(=O)(=O)N2CCN(CCC(=O)Nc3ccc(F)cc3)CC2)cc1
    2, 3.2, 10, 3, 2, 25, x, 25, 7
[33] CCOC(=O)N1C2=NC(C(=O)OC)=C(C(=O)OC)[C@@H]3Nc4ccccc4[C@]23C[C@H]1C(=O)OC
    -2, 2.3, 6, -20, x, 1, 0.2, -4, 22
[47] O=C(CSc1nnnn1-c1ccc(O)cc1)Nc1cccc(S(=O)(=O)N2CCCC2)c1
    15, 2.3, 21, 2, 3, 28, 88*, 6, 12
